OPRM1-OPRD1 inv: inverse agonist of human OPRM1-OPRD1 heterodimerization; hit rate 0.21% among 340,000; inhibition, % at 9.3 µM; P35372+P41143; cell-based MOR-DOR heterodimer luminescence, inverse agonism; in the data active means inhibition above about 22%, passing the limit was not always enough;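 further: 0% = cells with DMSO and 100% = wells without cells with DMSO; values of inactives mirror those of a sister screen read the other way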
Target sequence (P35372 whole entry, looked up): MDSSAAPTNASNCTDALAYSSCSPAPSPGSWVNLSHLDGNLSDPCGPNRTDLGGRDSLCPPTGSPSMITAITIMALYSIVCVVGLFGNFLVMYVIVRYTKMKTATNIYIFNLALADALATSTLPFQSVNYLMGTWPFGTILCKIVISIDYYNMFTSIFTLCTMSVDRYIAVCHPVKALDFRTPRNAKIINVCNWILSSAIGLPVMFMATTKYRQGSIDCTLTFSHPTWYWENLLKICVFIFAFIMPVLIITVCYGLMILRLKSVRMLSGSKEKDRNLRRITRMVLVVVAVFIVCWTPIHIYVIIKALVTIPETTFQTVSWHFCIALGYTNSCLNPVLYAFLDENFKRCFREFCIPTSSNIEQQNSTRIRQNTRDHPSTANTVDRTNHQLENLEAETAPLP
Target sequence (P41143 whole entry, looked up): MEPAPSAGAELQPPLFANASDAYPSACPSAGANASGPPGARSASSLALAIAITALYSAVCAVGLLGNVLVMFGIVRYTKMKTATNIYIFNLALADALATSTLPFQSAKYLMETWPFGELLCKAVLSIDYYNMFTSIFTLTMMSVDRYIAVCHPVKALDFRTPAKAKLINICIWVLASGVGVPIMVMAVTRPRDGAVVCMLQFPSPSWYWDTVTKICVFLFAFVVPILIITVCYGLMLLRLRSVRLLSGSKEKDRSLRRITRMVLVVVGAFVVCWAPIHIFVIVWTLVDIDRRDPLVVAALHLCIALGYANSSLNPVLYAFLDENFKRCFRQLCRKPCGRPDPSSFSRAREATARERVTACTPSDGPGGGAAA
V-ATPase pHluor: regulators of yeast V-ATPase proton transport. S. cerevisiae, pHLuorin cytosolic pH fluorescence. hit rate 0.37% among 350,000. AID 504577. response, % at 10 µM; in the data active means response mostly above about 7.3%, no sharp cut-off; inactive means mostly below about 5.4%; further: actives read high; inactives centre near 0; some compounds called inactive have numbers as strong as hits; reference of the scale not given here
Cardiac RTF inh: cardiac RTF calcium desensitization | P19429+P45379 | IANBD-labeled cardiac RTF, Ca2+ fluorescence | inhibition, % at 7.15 µM | AID 493244 | hit rate 0.12% among 340,000;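 active means inhibition above the mean inhibition of all tested compounds plus 3 SD, cut at about 17% in these data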;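 further: assay run at fixed EC70 calcium of 1.6 mM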
HTR5A ag ctr: counter-screen for OPRM1-OPRD1 agonists: human HTR5A agonism; HTR5A agonist assay, luminescence, cell-based; P47898; activation, % at 9.3 µM; AID 504692; hit rate 0.61% among 340,000; in the data active means activation mostly above about 9.5%, no sharp cut-off; inactive means mostly below about 7.6%;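 further: 0% = cells with vehicle only and 100% = reference agonist; strong numbers were not always called active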
LANA DNA inh: blocks KSHV LANA C-terminal domain binding to DNA. MBP-C-LANA/FAM-LBS DNA binding, fluorescence polarization. inhibition, % at 9 µM. hit rate 0.078% among 340,000;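 active means highest replicate inhibition at or above 60% at 9 µM, even if other replicates fall short; inactive means all replicates below 60% inhibition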;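 further: 0% = neutral control wells and 100% = 4 µM acridine orange control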
MOR-DOR ag: agonists of human mu-delta opioid receptor heterodimerization; P35372+P41143; cells, OPRM1-OPRD1 heterodimerization, luminescence; activation, % at 9.3 µM; hit rate 0.3% among 340,000; AID 504326; in the data active means activation above about 18%;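 further: 0% = vehicle-treated cells and 100% = reference agonist; values of inactives mirror those of a sister screen read the other way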
Keap1 Nrf2 FP: disrupts human Keap1 binding to Nrf2 peptide; hit rate 0.15% among 340,000; inhibition, % at 9.4 µM; Keap1 Kelch-Nrf2 peptide fluorescence polarization, 1536-well; in the data active means inhibition above about 12%;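 further: human Keap1 Kelch domain with fluorescein labeled Nrf2 9mer peptide probe; 0% = neutral control wells and 100% = peptide positive control; higher means more block of Keap1 binding to Nrf2 peptide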
CAL-PDZ inh HTS: blocks peptide binding to the human CAL PDZ domain. purified CAL PDZ, TMR-peptide fluorescence polarization, 1 h. inhibition, % at 24.9 µM. hit rate 0.92% among 300,000;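 active means mean inhibition of at least 30% with at least half of replicates also reaching 30%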;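 further: 0% = DMSO neutral control and 100% = excess unlabeled competitor peptide PRC23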
HTR5A inv ctr: counter-screen for OPRM1-OPRD1 inverse agonists: human HTR5A inverse agonism; P47898; HTR5A cell line, luminescence; inhibition, % at 9.3 µM; hit rate 0.083% among 340,000; AID 504634; in the data active means inhibition mostly above about 23%, no sharp cut-off; inactive means mostly below about 18%;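 further: 0% = cells with DMSO and 100% = no-cell wells with DMSO; some compounds called inactive have numbers as strong as hits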
cardiac RTF act: increases calcium sensitivity of human cardiac regulated thin filaments. activation, % at 7.2 µM. IANBD-labeled TnC RTF fluorescence at EC20 calcium; 0% EC20 calcium, 100% full calcium. AID 493008. hit rate 0.24% among 340,000;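 active means activation above the mean over all tested compounds plus 3 SD, cut at about 30% in these data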;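 further: rise in fluorescence read as greater calcium sensitivity of cardiac thin filaments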
Active calls of the source: *; x = not tested or not shown.

mol	LANA DNA inh	Cardiac RTF inh	cardiac RTF act	HTR5A ag ctr	V-ATPase pHluor	MOR-DOR ag	OPRM1-OPRD1 inv	HTR5A inv ctr	CAL-PDZ inh HTS	Keap1 Nrf2 FP
CCN(CC)CCCNC(=O)c1nn(-c2ccccc2OC)c(=O)c2ccccc12	-2.1	2	1	-6	1	-2.4	10	14	1	-4
CC1CCN(S(=O)(=O)c2cn(CC(=O)Nc3cccc(C#N)c3)cn2)CC1	0.6	-6	-2	-2	-1	-0.3	1	2	-1	-3
CC1Cc2ccccc2N1C(=O)COC(=O)c1ccc(Cl)nc1 (stereo unspecified)	0.2	4	3	1	-2	-2.5	13	-3	5	-1
NC(=O)c1sc2cc(C(F)(F)F)cnc2c1-c1ccccc1	0.1	-3	-6	0	8	-2.3	13	0	-4	0
Cc1ccccc1CNC(=O)c1ccccc1SCC(=O)NCc1ccco1	-0.1	9	-4	-6	3	-0.9	6	-15	-3	-6
O=C(NCc1ccco1)C(=S)N1CCCC1	2.1	-13	7	3	-4	2.2	-10	-28	-3	-5
FC(F)(F)c1cccc(N2CCN(CC3CC4C=CC3C4)CC2)c1 (stereo unspecified)	2.9	0	-1	2	6	5.3	-30	-2	1	2
CC1CCCN(S(=O)(=O)c2ccc(NC(=O)[C@@H]3CCCN3C(=O)c3cccs3)cc2)C1 (stereo partly specified)	-1.6	-4	4	2	-3	0.2	-1	3	x	-5
COc1ccc(C2=Nn3c(nnc3-c3cccnc3)SC2)cc1	-0.6	3	1	-5	-3	-3.0	15	-3	0	0
COc1ccc(Cn2c(O)c(C=Nc3ccccc3)c3ccccc3c2=O)cc1	-0.2	-9	6	-3	3	-0.9	5	-10	2	-6
O=C(c1ccc([N+](=O)[O-])o1)N1CCc2ccccc2C1	-0.6	1	-2	-6	2	0.3	-1	18	7	-3
O=C(COC(=O)c1ccc2ccccc2n1)Nc1ncc(C(F)(F)F)cc1Cl	0.7	-10	10	4	0	2.5	-13	10	x	-3
O=C(COC(=O)CCS(=O)(=O)c1ccc(Cl)cc1)NCCc1ccccc1	-2.4	-11	5	0	-3	-1.1	6	0	-3	-4
CSC(=NC#N)N1CCN(C(=NC#N)SC)CC1	0.2	-7	6	5	2	-1.0	5	-13	6	2
CCC1Sc2ccc(S(=O)(=O)Nc3cc(OC)cc(OC)c3)cc2NC1=O (stereo unspecified)	1.2	-11	-6	1	1	-0.4	2	-2	-6	0
O=C(Nc1ccccc1)N(Cc1ccccc1)Cc1ccccc1	-0.1	2	6	-1	-2	4.9	-25	-22	-2	-6
COc1ccccc1CNC(=O)c1cccc(C)c1[N+](=O)[O-]	0.0	-13	4	2	3	-1.0	5	-5	-3	-4
O=C(O)C1=C(C(=O)O)C2C=CC1C2	2.3	1	-7	5	3	-2.9	14	-21	5	3
Cn1c(SCC(=O)N/N=C/C=C/c2ccccc2[N+](=O)[O-])nc2ccccc21	-0.8	-4	-1	3	1	-0.8	4	-10	1	-5
O=C(CN1C(=O)NC(Cc2ccccc2)C1=O)Nc1ccc(OC(F)F)cc1 (stereo unspecified)	-1.3	11	-4	5	-3	-0.6	4	-15	-3	-7
CCCCCCC(=O)N/N=C/c1ccc(Br)cc1	-1.3	1	3	1	3	4.8	-27	17	-2	-2
O=C(CSCc1ccccc1Br)NNC(=S)NCc1ccco1	-1.1	-3	-3	-6	-2	-0.5	4	19	-4	4
c1ccc(SSc2ccccc2)cc1	-0.2	-5	0	1	5	1.9	-10	-5	-3	-3
C[C@H](CO)N1C[C@H](C)[C@@H](CN(C)S(=O)(=O)c2cccs2)Oc2c(NC(=O)CCC(F)(F)F)cccc2C1=O	2.0	-4	3	8	-7	4.7	-26	-20	-2	-5
O=C(Nc1cc2c(cc1Br)OCCCO2)c1cccnc1	-0.2	-7	16	5	9.4*	0.6	-3	-19	1	-3
COC(=O)c1ccccc1NC(=O)CSc1nnnn1CC(=O)O	-0.6	-1	1	-4	5	-1.3	7	9	0	0
COc1ccc(N2C(C(C)=O)=NN(c3ccccc3)C2c2cccs2)cc1 (stereo unspecified)	-0.6	-4	-2	-3	4	2.5	-13	9	0	-3
CCNC(=O)CN1C(=O)NC(CCc2ccccc2)C1=O (stereo unspecified)	-1.0	1	-1	9	-2	-3.3	14	1	-2	2
CC(C)OCCCn1c(=NC(=O)c2ccncc2)c(C#N)cc2c(=O)n3ccccc3nc21	-1.6	-13	7	4	9	-1.6	9	-2	0	-1
Cc1ccc(OC(C)C(=O)N2CCN(c3ccccn3)CC2)cc1 (stereo unspecified)	18	-7	4	1	-3	-1.9	10	-4	x	35*
CCCC(=O)Nc1cccc(Oc2nc(C)cc(C)c2C#N)c1	-4.6	-4	2	6	6	-0.3	2	-17	0	-2
O=C1NC(=O)C(c2ccc(Cl)cc2)N1 (stereo unspecified)	-1.4	-4	1	0	1	-3.1	15	0	-6	-1
CCC(CO)NCc1ccc(OCC(=O)Nc2cccc(C(F)(F)F)c2)c(OC)c1 (stereo unspecified)	0.1	0	1	-3	0	-0.5	3	9	0	6
CN(C)c1ccc(/C=C(\C#N)C(=O)OCC(=O)N(C)C2CCS(=O)(=O)C2)cc1 (stereo unspecified)	0.9	-13	5	2	-7	-1.8	8	-4	2	-3
COc1ccc(S(=O)(=O)N(C)CC(=O)N2CCCC2)cc1Cl	1.3	-8	5	-2	0	-2.0	10	-1	-3	0
Cc1ccc(S(=O)(=O)Oc2ccccc2)cc1	-0.1	-1	-4	-1	-2	0.5	-3	3	-2	-2
CCOC(=O)CSc1ccccn1	0.0	7	-3	-7	0	-2.3	16	14	0	-4
Cc1cc(C)c(NC(=O)COC(=O)C2CCN(c3ccc(C(F)(F)F)cn3)CC2)c(Cl)c1	-0.8	3	-10	0	-1	0.5	-2	-2	0	-4
COc1ccccc1OCc1ccc(C(=O)NCC2CCCO2)o1 (stereo unspecified)	1.1	-6	1	-5	-9	-1.9	9	13	-4	-4
CCc1nnc(NC(=O)C2CCN(S(=O)(=O)Cc3ccccc3)CC2)s1	0.0	-11	-2	2	1	-1.5	8	9	1	-5
COc1ccccc1N1CCN(C(=O)c2coc(=O)c(Br)c2)CC1	3.4	-12	0	-3	4	-2.1	11	-2	x	-1
Cc1ccc2nc(-c3ccccn3)cc(C(=O)NCCc3ccc(F)cc3)c2c1	-0.5	-1	3	3	2	-0.3	1	11	-1	-1
Cc1nc(CNS(=O)(=O)c2ccc(Oc3ccccc3)cc2)cs1	1.6	0	0	3	-3	-2.3	13	-16	2	0
CC(C)(C)c1ccc(/C=N/N2CCN(c3ccccn3)CC2)cc1	-0.5	x	x	x	2	x	x	x	53*	-5
COc1ccc(NC(=S)N2CCC(NC(=O)c3cccc(F)c3)CC2)cc1	-0.2	4	-6	5	-2	-0.9	6	8	0	-5
Cc1cc(N2CCN(Cc3cn(C)nc3-c3cccc(Cl)c3)CC2)cc(C)n1	-0.9	-4	5	-8	3	-0.4	2	43	15	-7
O=S(=O)(c1ccc(Cl)cc1)N1CCC(O)(c2cccnc2)CC1	0.2	-4	5	1	-1	-2.8	16	18	-1	-1
CCSc1nnc(NC(=O)Cc2ccc(OC)c(OC)c2)s1	-1.5	4	-7	5	-2	-1.8	9	-12	0	3
CCCc1nnc(SCC(=O)NC2CC2)n1CC	1.1	6	4	-3	8	0.5	-3	8	-1	-9
Cc1ccccc1CSCCNC(=O)c1ccc(N(C)S(=O)(=O)c2ccccc2)cc1	-0.7	4	-4	-4	3	2.4	-12	4	-2	-5

(listing goes on)
mol	LANA DNA inh	Cardiac RTF inh	cardiac RTF act	HTR5A ag ctr	V-ATPase pHluor	MOR-DOR ag	OPRM1-OPRD1 inv	HTR5A inv ctr	CAL-PDZ inh HTS	Keap1 Nrf2 FP
CCOc1ccc(NC(=O)CN2C(=O)COc3ccc(S(=O)(=O)N4CCCC4)cc32)cc1	-1.0	-4	3	6	2	-1.7	9	-22	x	-6
Cc1ccc(S(=O)(=O)Cc2ccc(C(=O)NCCc3ccccc3)o2)cc1	0.3	4	-8	4	2	-3.7	19	33	-1	0
CCOc1ccccc1NC(=O)CSc1nccn1-c1ccccc1	0.9	-8	-2	5	2	1.0	-4	-10	x	5
O=C(COc1ccccc1)NCC(c1ccco1)N1CCCCC1 (stereo unspecified)	1.4	-24	7	1	-9	1.4	-9	20	-7	-4
O=C(COc1ccccc1)c1cn(CC(=O)N2CCOCC2)c2ccccc12	0.3	-74	6	-5	-3	-2.2	12	-21	-4	-8
CC1CN(C(=O)c2ccccc2C(=O)c2ncc[nH]2)CC(C)O1 (stereo unspecified)	1.5	-7	0	-2	-2	-4.4	20	4	-3	2
Cc1ccc(-c2nnc(SCC(=O)CC(=O)Nc3ccccc3)n2C)cc1	-0.4	5	-2	0	0	-2.8	16	12	3	-2
O=C(CCn1nc(-c2ccccc2)c2ccccc2c1=O)N1CCN(c2ccccc2)CC1	0.5	6	9	0	0	4.1	-23	8	-1	-1
COc1cccc(CN2CCN(C3CCN(c4ccccc4F)CC3)CC2CCO)c1 (stereo unspecified)	-0.4	-11	5	5	1	-0.2	1	7	x	0
O=C1NCCN1C(=O)c1ccco1	-1.1	-4	-1	0	0	-1.6	9	0	-4	-2
COc1ccccc1-c1ccc2nnc(SCC(=O)N3CCCC3)n2n1	-1.1	-2	4	4	-2	2.6	-17	-11	-6	-1
COc1cc(C2N(c3ccccc3)CCN2c2ccccc2)ccc1OC(C)=O	-0.3	3	-3	-1	4	1.5	-7	-7	x	-3
CN1C(=O)/C(=C/c2ccc(O)c([N+](=O)[O-])c2)N(C)C1=S	1.8	15	-4	5	1	-6.1	33*	11	x	3
CCc1cc(C(c2ccccn2)N2CCN(C)CC2)c(NC(=O)c2ccccc2)s1 (stereo unspecified)	-1.6	-2	12	11	0	-0.1	1	-24	-3	-5
C=CCNC(=O)CN(CCc1ccccc1)S(=O)(=O)c1ccccc1	-1.7	-3	-7	-4	1	-1.4	7	14	-6	-1
Cc1nc2ccccc2c2oc(C(=O)Nc3ccc4c(c3)OCCO4)cc12	2.0	-2	6	7	4	0.3	-1	-18	x	7
Clc1ccc(-c2nnc(-c3ccc(Br)o3)o2)c(Cl)c1	-1.0	-7	9	4	-4	7.1	-38	-24	x	-8
CCCN1C(=O)/C(=C/c2ccco2)SC1=Nc1ccc(OC)cc1	-0.8	-1	0	-1	0	-2.4	14	3	1	-3
N#Cc1nc(COc2ccccc2)oc1N1CCN(c2cccc(Cl)c2)CC1	1.2	-10	5	7	0	1.4	-7	-19	21	-3
COc1ccccc1C(c1nnnn1C(C)(C)C)N1CCN(Cc2ccccc2)CC1 (stereo unspecified)	0.2	7	-1	-3	-1	-2.0	12	-2	-1	-2
CC(C)(C)N(NC(=O)Nc1ccccc1)C(=O)c1ccccc1Cl	-0.7	-7	6	6	2	0.8	-5	12	-4	-1
